KDM5B inhibitor = Primary screen for KDM5B Histone Demethylases FDH-coupled qHTS | Lysine-specific demethylase 5B (Homo sapiens), Q9UGL1 | KDM5B demethylase, FDH-coupled NADH fluorescence (FDH is formaldehyde dehydrogenase) | Potency, µM (series often up to 57.7 µM), without a hit: at the highest dose activity change, negative = inhibition, most hits filed as inhibitors | 220,000 tested, 2.6% active; active = well fitted inhibition curve with a large enough effect; inconclusive = small, poorly fitted or top-dose-only effect; inactive = no such curve, though single readings can be large or run the other way; note: 0% is about no effect; nearly all actives have a fitted effect of over 70% in size
Target sequence (Q9UGL1 whole entry, looked up): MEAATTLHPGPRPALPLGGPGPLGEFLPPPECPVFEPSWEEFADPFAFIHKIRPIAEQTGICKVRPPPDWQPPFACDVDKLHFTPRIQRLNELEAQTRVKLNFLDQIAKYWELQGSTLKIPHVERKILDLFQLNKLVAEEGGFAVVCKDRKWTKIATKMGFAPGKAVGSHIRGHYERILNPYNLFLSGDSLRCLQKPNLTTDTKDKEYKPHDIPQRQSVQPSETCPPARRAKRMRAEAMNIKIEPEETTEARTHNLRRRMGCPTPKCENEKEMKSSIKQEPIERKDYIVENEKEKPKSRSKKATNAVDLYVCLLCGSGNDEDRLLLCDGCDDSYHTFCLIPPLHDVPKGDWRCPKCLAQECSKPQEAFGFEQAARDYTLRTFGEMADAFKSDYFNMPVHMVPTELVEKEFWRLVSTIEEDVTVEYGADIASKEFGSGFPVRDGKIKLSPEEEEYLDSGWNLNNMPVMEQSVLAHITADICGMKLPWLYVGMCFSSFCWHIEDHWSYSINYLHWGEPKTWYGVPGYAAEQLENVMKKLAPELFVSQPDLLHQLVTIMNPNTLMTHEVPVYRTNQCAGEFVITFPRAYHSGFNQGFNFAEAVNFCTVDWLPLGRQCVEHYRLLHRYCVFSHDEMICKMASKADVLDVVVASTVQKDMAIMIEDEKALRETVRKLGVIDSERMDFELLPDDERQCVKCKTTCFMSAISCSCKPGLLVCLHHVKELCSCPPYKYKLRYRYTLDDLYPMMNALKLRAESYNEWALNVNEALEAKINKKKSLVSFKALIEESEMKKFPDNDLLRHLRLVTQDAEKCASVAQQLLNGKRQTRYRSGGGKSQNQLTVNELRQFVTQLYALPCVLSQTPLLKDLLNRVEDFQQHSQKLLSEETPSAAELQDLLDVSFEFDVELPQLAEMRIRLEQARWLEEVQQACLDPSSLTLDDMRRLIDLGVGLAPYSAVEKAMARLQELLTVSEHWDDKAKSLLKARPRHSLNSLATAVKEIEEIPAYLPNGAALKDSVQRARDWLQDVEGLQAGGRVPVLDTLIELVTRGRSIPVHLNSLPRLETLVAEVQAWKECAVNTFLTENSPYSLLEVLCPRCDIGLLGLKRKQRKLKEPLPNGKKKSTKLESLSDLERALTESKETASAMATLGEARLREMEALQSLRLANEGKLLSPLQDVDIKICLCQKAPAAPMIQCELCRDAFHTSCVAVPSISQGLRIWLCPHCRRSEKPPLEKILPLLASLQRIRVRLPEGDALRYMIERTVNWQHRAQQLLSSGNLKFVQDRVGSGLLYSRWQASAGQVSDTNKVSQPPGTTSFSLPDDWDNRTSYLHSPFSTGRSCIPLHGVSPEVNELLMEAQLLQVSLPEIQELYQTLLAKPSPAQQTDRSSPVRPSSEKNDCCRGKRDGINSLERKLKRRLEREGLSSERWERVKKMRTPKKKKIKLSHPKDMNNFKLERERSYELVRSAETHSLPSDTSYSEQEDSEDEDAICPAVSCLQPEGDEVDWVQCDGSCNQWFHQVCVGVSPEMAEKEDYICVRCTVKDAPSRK
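qHTS format, multiple compound concentrations. Buffer 50 mM HEPES pH 7.5/0.01% Tween-20; 200 nM KDM5BΔAP final; 10 min compound preincubation; substrate-mix levels 12.5 µM peptide, 25 µM α-KG, 0.25 mM NAD⁺; 30 min RT; ΔRFU.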
Starred values were filed as active, the others as inactive; ? = inconclusive; [ ] = another dose, or the depositor's remark. Potency is the fitted concentration of half-maximal effect. Some of the compounds tested. The share of hits here may be higher or lower than overall.

SMILES | KDM5B inhibitor
Cc1sc(NC2CC2)nc1-c1ccc(NS(C)(=O)=O)cc1 | -10%
Cc1ccc(F)c(S(=O)(=O)N2CCC3(CC2)C(C(=O)O)CC(=O)N3C)c1 (stereo not given) | 15%
CN1CCN(c2nc(-c3cccnc3)nc3ccccc23)CC1 | -10%
COCC(=O)N(C1CCOCC1)C1CCN(C(=O)c2nn(C)c3ccccc23)CC1 | 30%
O=C(c1ccoc1)N1CCN(C(=O)c2nnn3c2COC(c2ccccc2)C3)CC1 (stereo not given) | 11%
COC(=O)c1ccc(C2/C(=C(\O)c3cccc(OC)c3)C(=O)C(=O)N2CCCn2ccnc2)cc1 (stereo not given) | 5%
COc1ccc(S(=O)(=O)NCCCO)cc1-c1nnc2c3ccccc3c(C)nn12 | ?
CC(C)NC(=O)C[C@@H]1C[C@H]2O[C@H](CNC(=O)NC3CCC3)[C@@H](O)[C@H]2O1 | -13%[86.2 µM]
Cc1ccc(CN2CCC(CNC(=O)Nc3cccc(C(F)(F)F)c3)CC2)cc1 | 0%
CCCn1nc(C(=O)N2CCN(CC(=O)N3CCCCC3)CC2)c2ccccc2c1=O | 8%
Cc1cccc(Cn2c(CN3CCCC(C)C3)nc3c2c(=O)n(C)c(=O)n3C)c1 (stereo not given) | 16%
CCCCNS(=O)(=O)c1ccc2nc(-c3cccnc3)cc(C(=O)NCCOC)c2c1 | -2%
CCOC(=O)Cn1c(=O)n(CC2CCCO2)c2nc(-c3ccc(C)cc3)nc(C(N)=O)c21 (stereo not given) | ?
Cc1cc(C)c(CO)c(C)c1C=O | -5%
O/N=C/c1cccc(OCc2ccccc2)c1 | -17%

Next part (two carried over from the part before).
SMILES | KDM5B inhibitor
Cc1cc(C)c(CO)c(C)c1C=O | -5%
O/N=C/c1cccc(OCc2ccccc2)c1 | -17%
CC(Sc1ncccc1Cl)C(=O)NC(C)(C)C (stereo not given) | 28%
O=C(NCCN1CCOCC1)C(=O)NCC1OCCN1S(=O)(=O)c1ccccc1 (stereo not given) | 22%
CCn1cnnc1-c1nn(C)c2c1CNCC2 | ?
CN1CCN(Cc2nc(C3(O)CCN(C(=O)C4CCCCC4)CC3)cs2)CC1 | 12%[86.2 µM]
COc1ccc(C(=O)N2CCOC[C@H](Oc3ccc(C(F)(F)F)cn3)C2)cc1 | -3%[86.2 µM]
CC(=O)c1c(C)nn(CC(=O)NCc2c(C)ncc3c2CCNC3)c1C | -20%
Cc1ccc(NC(=O)CN2C(=O)NC3(CCC(C)CC3)C2=O)cc1Cl (stereo not given) | 10%
Cc1ccc(CNC(=O)c2cc3c(=O)n4cccc(C)c4nc3s2)cc1 | -30%
COc1ccccc1NC(=O)c1cn(-c2ccccc2)nc1-c1ccccc1 | ?
S=C(NCCc1ccccc1)NCc1cccc(Br)c1 | -5%
CCCCn1c(SCC(=O)Nc2ccc(C(C)=O)cc2)nc2c(-c3ccccc3)c[nH]c2c1=O | 6%
CCOc1ccc(-c2nc(SCC(=O)Nc3ccc4c(c3)OCCO4)c(-c3ccc(F)cc3)[nH]2)cc1 | 21%
COc1cccc(-c2noc(NCc3cccc(Cl)c3)n2)c1OC | -25%
CN(CC(=O)Nc1ccc(C(F)(F)F)cc1)C1CCc2ccccc21 (stereo not given) | 0%
CCN(CC(=O)Nc1ccccc1C(F)(F)F)Cc1coc(-c2ccc(C)cc2C)n1 | ?

14 consecutive compounds already listed, for reference:
SMILES | KDM5B inhibitor
O=C(NCCN1CCOCC1)C(=O)NCC1OCCN1S(=O)(=O)c1ccccc1 (stereo not given) | 22%
CCn1cnnc1-c1nn(C)c2c1CNCC2 | ?
CN1CCN(Cc2nc(C3(O)CCN(C(=O)C4CCCCC4)CC3)cs2)CC1 | 12%[86.2 µM]
COc1ccc(C(=O)N2CCOC[C@H](Oc3ccc(C(F)(F)F)cn3)C2)cc1 | -3%[86.2 µM]
CC(=O)c1c(C)nn(CC(=O)NCc2c(C)ncc3c2CCNC3)c1C | -20%
Cc1ccc(NC(=O)CN2C(=O)NC3(CCC(C)CC3)C2=O)cc1Cl (stereo not given) | 10%
Cc1ccc(CNC(=O)c2cc3c(=O)n4cccc(C)c4nc3s2)cc1 | -30%
COc1ccccc1NC(=O)c1cn(-c2ccccc2)nc1-c1ccccc1 | ?
S=C(NCCc1ccccc1)NCc1cccc(Br)c1 | -5%
CCCCn1c(SCC(=O)Nc2ccc(C(C)=O)cc2)nc2c(-c3ccccc3)c[nH]c2c1=O | 6%
CCOc1ccc(-c2nc(SCC(=O)Nc3ccc4c(c3)OCCO4)c(-c3ccc(F)cc3)[nH]2)cc1 | 21%
COc1cccc(-c2noc(NCc3cccc(Cl)c3)n2)c1OC | -25%
CN(CC(=O)Nc1ccc(C(F)(F)F)cc1)C1CCc2ccccc21 (stereo not given) | 0%
CCN(CC(=O)Nc1ccccc1C(F)(F)F)Cc1coc(-c2ccc(C)cc2C)n1 | ?

The list continues.
SMILES | KDM5B inhibitor
O=S(=O)(CCCCC(Cl)(Cl)Cl)NCc1ccco1 | 25%
Cc1cc(N2CCOCC2)nc2ccc(NC(=O)Nc3ccccc3)cc12 | ?
Cc1ccc(-n2c(SCc3ccccc3F)nc3[nH]ncc3c2=O)cc1C | -8%
CC(C)c1ccc(CN2CC(CNC(=O)C3CCOCC3)C3(C2)CN(c2ccccc2)C3)cc1 (stereo not given) | -26%
CCOC(=O)c1c(NC(=O)c2cc(-c3ccc(Br)cc3)on2)sc(C(C)=O)c1C | 7%[11.5 µM]
CN(C)c1ncccc1CNC(=O)c1nccnc1N | ?
COC(=O)CNC(=O)N1CCC2(CC1)CC(Cc1ccc(OC)cc1)CCO2 (stereo not given) | 9%
O=C(CSc1ncnc2c1oc1ccccc12)NC1CCCC1 | -3%
CN1CCN(c2cc(-c3ccc(F)cc3C(F)(F)F)nc(N)n2)CC1 | -17%
Cc1ccccc1-c1noc(-c2ccc(N3CCC(C)CC3)c([N+](=O)[O-])c2)n1 | -24%
CC1CN(c2ccccc2C#N)C(=O)CN1C(=O)c1ccc2c(c1)OCCO2 (stereo not given) | 3%
CC(C)c1noc(-c2cn(C3CCN(C(=O)CCc4ccccc4)C3)nn2)n1 (stereo not given) | -6%
C=C(C)Cn1c(SCC(=O)O)nc2c1c(=O)n(C)c(=O)n2C | -7%
C#CCN(C)C(=O)CC1COc2ccc(C(=O)NCCOC)cc2N1C (stereo not given) | 32µM*
CCN1C(=O)CCC2(C(=O)NCC3CC3)CCCC=C12 (stereo not given) | -36%
O=C(COC(=O)c1sc2ccccc2c1Cl)NCC1CCCO1 (stereo not given) | 14%
CCc1ccc(NS(=O)(=O)c2ccc3[nH]cc(C(=O)NCCc4ccccc4)c(=O)c3c2)cc1 | 5%
CCN(C(=O)CSc1nc(-c2ccccc2)no1)c1ccccc1 | -5%
COc1cc(CNC(=O)c2cc3n(n2)CCCN(Cc2ccc(C)cc2)C3=O)cc(OC)c1OC | -18%
CCCn1c(NC(=O)COc2ccc(C)cc2)nc2ccccc21 | 6%
Cc1ccc(OCc2nc(C3CCNCC3)no2)cc1 | -10%
COCCC(=O)N1CCC2(CC1)CC(Cc1nc(CCOC)no1)CCO2 (stereo not given) | 8%
C#CCNC(=O)CCSCc1csc(C)n1 | 11%
O=C(Nc1cccc(Cl)c1)Nc1c(N2CCCC2)c2ccccc2oc1=O | 0%
CC(C)c1ccc(S(=O)(=O)N(Cc2ccc(C(=O)NC3CC3)cc2)C2CC2)cc1 | -5%
O=C(C1c2ccccc2C(=O)N(Cc2ccccc2)C12CCCC2)N1CCCC1 (stereo not given) | -11%
Cc1sc(NC(=O)c2ccccc2)c(C(c2ccccn2)N2CCCCC2)c1C (stereo not given) | ?
O=C(NC1CCC1)c1ccc2c(c1)C1(CCN(CC3CC3)C1)CN2Cc1ccccc1 (stereo not given) | 40µM*
COc1ccc(-c2nnc([C@H]3CCN(c4ncccn4)C3)o2)cc1 | ?
CC[C@H]1CN(C(=O)c2ccc(F)cc2)CC[C@H]1CC(=O)N(CC)C(=O)NCCCN(C)C | -10%
CC(=O)c1cccc(NC(=O)C(C)n2c(=O)cc(-c3ccccc3)c3c(C)nn(C)c32)c1 (stereo not given) | ?
CCn1cc2nc(SCC(=O)Nc3cc(OC)ccc3OC)n(Cc3ccc(Cl)cc3)c(=O)c2n1 | -13%
COC(=O)[C@@H]1Cc2c([nH]c3ccccc23)[C@@H]2C[C@@H](NCCCn3ccnc3)C[C@@H](c3ccc(F)c(F)c3)N12 | ?
O=C(CSc1nc2ccccc2s1)Nc1ccc(C(=O)O)cc1 | 24%
O=C(NCc1ccccc1)c1cc2cc(Br)ccc2[nH]1 | 1%
COc1ccc(OC)c(CN2CCC(C)CC2)c1 | -33%
O=[N+]([O-])c1cccc(-c2nc3ccccc3s/c2=N/O)c1 | 28%
CC(=O)NCCCC(=O)N1CCOC2(CCN(C(=O)CCCN)CC2)C1 | 6%[115 µM]
Cc1ccc(-c2ncc(NC(=O)c3ccccc3C(F)(F)F)cn2)cc1 | ?
CC(C)n1nc(C(=O)Nc2cccc(S(=O)(=O)NC3=NCCC3)c2)c2ccccc2c1=O | -13%
COc1ccc(OC)c(CNC(=O)CC2C(=O)NCCN2CC=C(C)C)c1 (stereo not given) | ?
Cc1ccc(-c2ncc3c(n2)OCCN(Cc2ccc(F)cc2F)C3=O)cc1 | 15%[86.2 µM]
Cc1ccc(NC(=O)c2sccc2C)cc1I | 12%
O=C1CN(C(=O)COc2ccc(Cl)cc2)C(c2ccc(F)cc2)c2cc(Br)ccc2N1 (stereo not given) | -18%
CCN(CC)Cc1nc(C2(O)CCN(C3COC3)CC2)cs1 | -6%[86.2 µM]
CCCNc1nc(-c2cc(C)n(-c3cc(C)on3)c2C)cs1 | -12%
Cc1nc2c(c(-c3ccc(O)cc3)n1)CN(Cc1ccc(C(F)(F)F)cc1)CCC2 | -22%
CNC(=O)c1cc[nH]c1C1CCCN(C(=O)CCc2c(C)n[nH]c2C)C1 (stereo not given) | 38%[activator]
Fc1cc(CSc2nccc(C(F)(F)F)n2)c2ncccc2c1 | 10%
Cc1cc(Cl)ccc1OCC(=O)Nc1nc(-c2cccnc2)cs1 | 33%
COc1cccc(C(C(=O)NCC2CCCO2)N(C(=O)Cn2nnc3ccccc32)c2ccccc2C(C)=O)c1OC (stereo not given) | 5%
Cc1nnc(SCc2cc(=O)n3cccc(C)c3n2)s1 | -4%
COc1ccc(C2c3c(n(C)c4ccccc34)C(=O)N2CC(=O)Nc2cc(Cl)ccc2C)cc1 (stereo not given) | ?
Clc1ccc(N/N=C/c2ccccc2)cc1Cl | -20%
COc1ccc(NC(=O)N2c3ccccc3CC2c2nc(C3CC3)no2)c(OC)c1 (stereo not given) | -25%
CCCC(=O)Nc1nc2cc(NS(=O)(=O)c3cc(F)ccc3F)ccc2s1 | -3%
COc1ccc(S(=O)(=O)N2Cc3ccccc3CC2C(=O)Nc2ccc(C)cc2)cc1OC (stereo not given) | -2%
C=CCOC(=O)C1=C(C)N(Cc2ccc(Br)cc2)C(=O)CC1c1ccccc1Cl (stereo not given) | -21%
Cc1ccc(-c2cnc(CCC(=O)Nc3ccc(F)c(F)c3)o2)cc1C | ?
COc1cccc(CNC(=O)c2ccc3c(c2)NC(=O)CS3)c1 | 1%
Going on with the list.
SMILES | KDM5B inhibitor
CN(C)C[C@@H]1CN(Cc2ccccc2)C[C@H]1N | 51%[activator]
COCCN1C(=O)CCc2cc(NC(=O)c3ccc(F)cc3Cl)ccc21 | -16%
CCOc1ccc(CNS(=O)(=O)c2cc3c(cc2C)NC(=O)CO3)cc1OC | -17%
Nc1ccc(-c2ccn[nH]2)cc1 | -17%
CCOC(=O)/C(C#N)=C/c1cc(Br)ccc1OCc1ccccc1Cl | 4%
CC(=O)c1cccc(C(=O)N2CCC3(CC2)N=C(c2ccc(C)cc2)NO3)c1 | 12%
CCCCNC(=O)N1CC(C(=O)NC(C)c2ccccc2)CC(c2ccc(OC)c(OC)c2)C1 (stereo not given) | 20%
CCCn1nc(C(=O)Nc2nc(-c3cc(OC)ccc3OC)cs2)c2ccccc2c1=O | 14%
Cc1cc(C)cc(OCC(=O)N(Cc2ccco2)c2c(N)n(Cc3ccccc3)c(=O)[nH]c2=O)c1 | -28%
O=C(O)C(c1c[nH]c2cccc(Cl)c12)N1CCN(Cc2cccc(Cl)c2)CC1 (stereo not given) | 8%
CC1=NN(c2nc(C)cc(C)n2)C(=O)C1Cc1ccc(C)cc1 (stereo not given) | -18%
O=C(CSc1nnnn1Cc1ccccc1)Nc1ccccc1 | 4%
Cc1ccc(NC(=O)Cn2c(=O)c(-c3noc(C)n3)c3n(c2=O)CCCCC3)cc1 | 0%
CSc1ccccc1OCc1cc(C(=O)N(Cc2nccn2C)C(C)C)no1 | 13%
O=C(NCc1ccccn1)C1CCN(S(=O)(=O)c2cccc(OC(F)(F)F)c2)CC1 | 15%
COc1cc(OC)cc(C(=O)Nc2ccc(S(=O)(=O)Nc3ncccn3)cc2)c1 | -52%
CCOc1ccccc1NC(=O)CN1C(=O)COc2ccc(S(=O)(=O)N3CCCCCC3)cc21 | -23%
CN1C(=O)C2(CCN(C(=O)NC3CCCCC3)CC2)c2ccccc21 | 13%
CSc1ccc(/C=N/Nc2ccc(S(N)(=O)=O)cc2[N+](=O)[O-])cc1 | 22%
N#Cc1cccc(CN2CCc3nc(C(=O)NCCOc4ccccc4)oc3CC2)c1 | ?
COc1cc(C(=O)NNC(=O)CCNC(=O)c2ccc3ccccc3c2)cc(OC)c1OC | 13%
CSc1ccc(NC(=O)c2ccc3c(c2)N(C)C2CCCN2C3=O)cc1 (stereo not given) | ?
COCCNC(=O)C(NC(=O)c1ccccc1C)C1CCN(C(=O)c2ccccc2F)CC1 (stereo not given) | 19%
Cn1cccc1CN1CC[C@H]2C(=O)NCCCCCCN(Cc3ccncc3)[C@@H]2C1 | ?
COC(=O)NC(NC(=O)OC)C(Cl)(Cl)Cl | 14%
O=S(=O)(NCCc1noc(-c2ccncc2)n1)c1ccc(F)cc1 | 6%
